TEAD-YAP block = TEAD-YAP interaction inhibition; HEK-TIYL cells, TEAD-Gal4/YAP UAS-luciferase luminescence; inhibition, % at 9.12 µM; 640,000 tested, 1.4% active; in the data active = inhibition above about 32%;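 also: 0% = median of test compound wells and 100% = reference inhibitor wells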
GPR151 ag = human GPR151 activation; Q8TDV0; PathHunter beta-arrestin GPR151 cells, luminescence; activation, % at 11.2 µM; 650,000 tested, 1% active; in the data active = activation above about 4.9%;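 also: 0% = median of compound wells and 100% = cells with positive control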
Target sequence (Q8TDV0 whole entry, looked up): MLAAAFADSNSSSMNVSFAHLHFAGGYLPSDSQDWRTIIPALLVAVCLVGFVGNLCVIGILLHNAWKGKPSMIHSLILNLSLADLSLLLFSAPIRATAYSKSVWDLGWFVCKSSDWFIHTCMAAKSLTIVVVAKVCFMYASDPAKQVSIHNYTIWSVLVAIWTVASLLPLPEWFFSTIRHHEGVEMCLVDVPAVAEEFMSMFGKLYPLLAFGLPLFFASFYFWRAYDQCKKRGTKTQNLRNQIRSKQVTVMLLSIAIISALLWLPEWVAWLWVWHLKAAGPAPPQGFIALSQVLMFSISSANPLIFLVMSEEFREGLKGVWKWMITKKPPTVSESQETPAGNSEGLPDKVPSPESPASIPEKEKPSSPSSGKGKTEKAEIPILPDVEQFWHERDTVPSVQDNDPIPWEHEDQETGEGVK
MITF primary = human MITF inhibition, primary screen; O75030; AlphaScreen MITF homodimerization, bead proximity signal; inhibition, % at 2.6 µM; 650,000 tested, 0.91% active; AID 1259374; in the data active = inhibition above about 50%;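 also: 0% = vehicle wells with protein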
Target sequence (O75030 whole entry, looked up): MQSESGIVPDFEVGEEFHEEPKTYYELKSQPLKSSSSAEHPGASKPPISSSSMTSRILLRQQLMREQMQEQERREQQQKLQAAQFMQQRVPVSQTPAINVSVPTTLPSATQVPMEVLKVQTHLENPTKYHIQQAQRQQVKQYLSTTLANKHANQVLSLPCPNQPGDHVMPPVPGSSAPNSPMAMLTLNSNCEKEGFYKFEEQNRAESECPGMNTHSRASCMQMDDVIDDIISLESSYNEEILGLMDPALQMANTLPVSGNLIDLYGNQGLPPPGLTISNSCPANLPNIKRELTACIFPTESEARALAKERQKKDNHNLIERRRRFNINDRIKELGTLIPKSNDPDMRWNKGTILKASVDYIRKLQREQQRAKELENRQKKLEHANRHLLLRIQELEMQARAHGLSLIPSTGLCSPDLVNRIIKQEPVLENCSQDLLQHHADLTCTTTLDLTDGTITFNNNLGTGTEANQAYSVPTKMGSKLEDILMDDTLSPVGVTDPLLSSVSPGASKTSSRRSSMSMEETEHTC
FBW7 act = activators of human E3 ligase FBW7; Q969H0; AlphaScreen FBW7–phospho-cyclin E peptide binding, activator screen; normalized activity (activation), % at 26.1 µM; 650,000 tested, 0.13% active; AID 1259310; in the data active = normalized activity above about 1.9%;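 also: purified mutant Fbw7 with reduced substrate affinity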
* hit, by the source's call.

entry	SMILES	TEAD-YAP block	GPR151 ag	MITF primary	FBW7 act
1	O=C(/C=C/c1ccccc1)CC(=O)C(Cl)(Cl)Cl	11	-0.6	1	0.0
2	Cc1ccc(NC(=O)CSc2nc3ccccc3c(=O)n2CC2COc3ccccc3O2)cc1C (configuration not stated)	-4	-0.1	-5	-0.1
3	O=C(Nc1ccc(F)cc1)C1CCCN1S(=O)(=O)c1cccc2nsnc12 (configuration not stated)	-6	0.2	-24	-0.2
4	CCn1c(=O)n(CC(=O)N2CCC(C)CC2)c(=O)c2ccccc21	2	-0.2	4	-0.1
5	CCOCCn1c(=NC(C)=O)sc2ccccc21	-4	2.6	-15	-0.1
6	OCCC1CN(Cc2cc(F)cc(F)c2)CCN1C1CCCC1 (configuration not stated)	14	-1.7	8	0.2
7	Cc1c(N2C(=O)c3ccccc3C2=O)cc([N+](=O)[O-])cc1[N+](=O)[O-]	6	0.6	1	0.3
8	CC(C)(C)c1ccc(C2=N/C(=C/c3ccccc3OCc3ccccc3Cl)C(=O)O2)cc1	2	0.1	3	-0.1
9	CCCn1c(C)cc(C(=O)CSc2nnc(-c3ccco3)o2)c1C	-5	-0.9	13	0.0
10	O=C(N/N=C\c1cccc(Cl)c1)c1ccccn1	-21	-3.8	24	0.0
11	CSCC(=O)N1CCCC(C(=O)Nc2cccc(-c3cc4ccccc4[nH]3)c2)C1 (configuration not stated)	3	0.2	-7	-0.1
12	COc1cc2c(-c3ccccc3C)nc3c(c(C)nn3-c3ccccc3)c2cc1OC	9	3.3	-3	-0.1
13	COc1ccc(C(N)=O)cc1N=NC1=C(O)CC(C)(C)CC1=O	9	-0.2	11	0.1
14	CCCN(CCC)CCCNC(=O)C(=O)Nc1ccc(C(C)C)cc1	-3	-0.6	-4	0.0
15	O=C(CSCc1ccc([N+](=O)[O-])cc1)NC1CCCCCC1	4	-0.1	-7	-0.1
16	COc1ccc(S(=O)(=O)N(CCCO)Cc2cc3ccc(C)c(C)c3[nH]c2=O)cc1	-40	0.9	-3	0.0
17	CC(C)N(CCNc1ccnc(-c2cccc(N)c2)n1)C(C)C	5	1.1	-1	0.0
18	CC(=O)c1cccc(NC(=O)Cn2c(=O)oc3cc(S(=O)(=O)N4CCCC4)ccc32)c1	11	1.7	4	-0.1
19	COC(=O)c1ccc(N2CCN(C)CC2)c(NC(=O)c2ccc(Br)o2)c1	17	0.0	5	0.1
20	COc1ccccc1C1/C(=C(\O)c2ccc(Br)cc2)C(=O)C(=O)N1c1cc(C(C)(C)C)on1 (configuration not stated)	-3	1.1	14	0.3
21	CN(C)S(=O)(=O)c1ccc(S(=O)(=O)N2CCCC(c3ccccc3)C2)cc1 (configuration not stated)	-5	-0.5	-13	0.0
22	O=C(CCN1C(=O)C2C3C=CC(C3)C2C1=O)N1CCOCC1 (configuration not stated)	6	-1.4	17	0.1
23	Cc1ccc(-c2cc3nc(-c4ccccc4)cc(-c4ccccc4)n3n2)cc1	2	-0.7	4	0.0
24	Nc1ccccc1N1C(=O)c2ccccc2C1=O	-18	-1.8	9	0.0
25	Nn1c(SCc2ccccc2)nnc1-c1ccco1	-13	-0.5	4	0.0
26	O=C(O)c1ccc(F)c(S(=O)(=O)Nc2cccc(F)c2)c1	8	-0.3	2	0.0
27	Cc1ccc(Cl)cc1NC(=O)c1ccc(N2CC3CC(C2)c2cccc(=O)n2C3)c(NC(=O)c2cccs2)c1 (configuration not stated)	-11	-1.5	12	0.2
28	COc1cc(/C=C(/C#N)C(=O)Nc2cccc(Br)c2)ccc1OCC(=O)O	6	-0.1	0	-0.1
29	C=CCN(c1ccccc1)S(=O)(=O)c1ccc(F)c(C(=O)Nc2ccc(CC)cc2)c1	32	1.3	4	-0.2
30	Cc1nnc(NCc2ccccc2)c2ccccc12	-1	1.3	11	-0.2

Structures shown so far that contain a nitro group on carbon (two):
entry	SMILES	TEAD-YAP block	GPR151 ag	MITF primary	FBW7 act
7	Cc1c(N2C(=O)c3ccccc3C2=O)cc([N+](=O)[O-])cc1[N+](=O)[O-]	6	0.6	1	0.3
15	O=C(CSCc1ccc([N+](=O)[O-])cc1)NC1CCCCCC1	4	-0.1	-7	-0.1

By substructure, the entries above with an NH in an aromatic ring
entry	SMILES	TEAD-YAP block	GPR151 ag	MITF primary	FBW7 act
11	CSCC(=O)N1CCCC(C(=O)Nc2cccc(-c3cc4ccccc4[nH]3)c2)C1 (configuration not stated)	3	0.2	-7	-0.1
16	COc1ccc(S(=O)(=O)N(CCCO)Cc2cc3ccc(C)c(C)c3[nH]c2=O)cc1	-40	0.9	-3	0.0

The listing continues:
entry	SMILES	TEAD-YAP block	GPR151 ag	MITF primary	FBW7 act
31	COc1cc(C(=O)Nc2cc(C(=O)NCCSCc3ccccc3)ccc2N2CC3CC(C2)c2cccc(=O)n2C3)cc(OC)c1OC (configuration not stated)	-4	-1.2	-84	0.1
32	Cc1ccccc1-c1nnc(C2CCN(S(=O)(=O)c3ccc(Cl)cc3)CC2)o1	-4	0.0	1	0.0
33	CC(=O)N(c1cccc(C)c1)C1SC(=O)N(c2ccccc2)C1=O (configuration not stated)	3	0.4	6	0.2
34	Cc1c(Cl)cccc1NC(=O)COc1ccc(Br)cc1Br	-4	0.8	-12	-0.1
35	CCN(C(=O)Cc1noc2ccccc12)c1ccccc1F	5	-3.1	2	0.5
36	O=C(CCN1N=C(c2ccccc2)CCC1=O)N1CCCC1	3	-0.4	13	-0.1
37	COC(=O)c1c(NC(=O)c2cc(-c3ccc(C(C)C)cc3)nc3ccccc23)sc2c1CCC(c1ccccc1)C2 (configuration not stated)	-6	1.9	-4	0.0
38	COc1ccc(CC(=O)N2CCN(C3=NN=C(c4cccs4)CS3)CC2)cc1	-4	-0.5	-1	-0.5
39	O=C(NCc1ccccc1)c1ccc([N+](=O)[O-])cc1SCc1ccccc1	4	-0.4	9	-0.1
40	Cc1ccc(S(=O)(=O)N(Cc2nc(-c3ccccc3)no2)C(C)C)cc1	4	0.0	8	0.1
41	COc1ccccc1C(=O)Nc1ccc(S(=O)(=O)NCc2ccccc2)cc1	10	0.4	0	0.3
42	CC(=O)c1c(C)[nH]c(C(=O)OCC(=O)c2ccc(Br)s2)c1C	-12	0.5	0	-0.1
43	NC(=O)c1ccc[n+](Cc2ccccn2)c1	2	-0.5	16	-0.1
44	Cc1cccc(NC(=O)CN2CCC(n3nnc4cc(F)ccc43)CC2)c1	4	-0.6	-22	0.1
45	CCSc1nc2c(c(=O)[nH]1)C(c1ccc(F)cc1)C1=C(CCCC1=O)N2 (configuration not stated)	7	-0.2	12	0.1
46	O=C(Nc1cccc(S(=O)(=O)N2CCOCC2)c1)c1c2c(nc3ccccc13)CCC2	-3	0.0	0	-0.1
47	Cc1nnc(NC(=O)CN2CCOCC2)s1	-6	1.3	-8	-0.2
48	CCOc1ccc2c(c1)C(=O)c1cc(O)ccc1-2	-35	-1.2	18	-0.1
49	O=C(CCCN1C(=O)/C(=C\c2ccco2)SC1=S)NNC(=O)c1ccccc1O	12	-0.6	47	-0.1
50	O=C(Cn1[nH]c(=O)ccc1=O)NCCN1Cc2ccccc2OC(c2ccccc2F)C1 (configuration not stated)	4	0.6	-2	0.1
51	Cc1ccc(NCC(O)CN)c(Br)c1 (configuration not stated)	-4	-0.9	-16	-0.3
52	Cc1ccc(S(=O)(=O)N2CCN(c3ccccn3)CC2)cc1	5	-0.5	3	-0.1
53	CCN(CC)CCn1c(=S)sc2c(=O)n(-c3ccccc3)c(=S)[nH]c21	1	-0.8	13	0.0
54	CC(=O)N1c2ccccc2C(=O)OC1c1sc(Cl)c(Cl)c1Cl (configuration not stated)	-16	-2.0	1	0.0
55	O=C(Nc1nc(-c2ccc(Oc3ccccc3)cc2)cs1)c1cccc(Cl)c1	-3	2.4	-4	-0.2
56	C[C@@H](O)[C@@H]1NC(=O)[C@H]2CN(C(=O)Oc3ccc(Cl)cc3)CCN2C1=O	7	-0.2	9	0.2
57	Cc1ccc(CC(=O)Nc2ccc(Br)cc2)cc1	-22	1.1	-2	-0.1
58	CCN(CC)CCCNC(=O)CNC(=S)N(CCCN1CCOCC1)Cc1cccs1	-3	-0.7	18	-0.2
59	COC(=O)C1=C(C)NC(=O)/C1=C\c1cccc(OC)c1OC	0	-0.2	6	0.0
60	Cc1cc2c3c(c1)c(-c1ccccc1)c(C)n3CCC2	5	0.7	6	-0.2

Of the compounds above, these have a tert-butyl group:
entry	SMILES	TEAD-YAP block	GPR151 ag	MITF primary	FBW7 act
8	CC(C)(C)c1ccc(C2=N/C(=C/c3ccccc3OCc3ccccc3Cl)C(=O)O2)cc1	2	0.1	3	-0.1
20	COc1ccccc1C1/C(=C(\O)c2ccc(Br)cc2)C(=O)C(=O)N1c1cc(C(C)(C)C)on1 (configuration not stated)	-3	1.1	14	0.3

Quoted from above: compounds 31–32
entry	SMILES	TEAD-YAP block	GPR151 ag	MITF primary	FBW7 act
31	COc1cc(C(=O)Nc2cc(C(=O)NCCSCc3ccccc3)ccc2N2CC3CC(C2)c2cccc(=O)n2C3)cc(OC)c1OC (configuration not stated)	-4	-1.2	-84	0.1
32	Cc1ccccc1-c1nnc(C2CCN(S(=O)(=O)c3ccc(Cl)cc3)CC2)o1	-4	0.0	1	0.0

More records follow:
Every second line gives: TEAD-YAP block, GPR151 ag, MITF primary, FBW7 act
61) O=C(/C=C/c1ccc(F)cc1)c1cc2ccccc2oc1=O
 : -4, 1.1, 7, 0.1
62) CCOc1cc(C(=O)NC2CCCCC2)cc(OCC)c1OCC
 : -3, 0.2, 6, 0.2
63) CC(=O)N(C1CC(C)C(C#N)(C#N)C1(C#N)C#N)N(C)C (configuration not stated)
 : -1, 0.0, -2, -0.1
64) CCC(Sc1nnc(C)c(=O)[nH]1)C(=O)Nc1sc2c(c1C#N)CCCC2 (configuration not stated)
 : 3, 0.4, 6, -0.1
65) CSCC(=O)N1CCCC(CO)(Cc2cccc(Cl)c2)C1 (configuration not stated)
 : -54, 0.1, 1, -0.1
66) Cc1cc(C)cc(-n2c(C)cc(/C=C3\NC(=O)NC3=O)c2C)c1
 : -1, 0.6, 4, -0.2
67) CCOc1cccc2c1OC(c1cccc(Cl)c1)N1N=C(c3cccnc3)CC21 (configuration not stated)
 : -13, 0.2, 18, 0.1
68) O=C(N/N=C/c1ccc(O)c(O)c1)c1cccc(Cl)c1
 : -80, -4.9, -11, 0.7
69) CCOC(=O)N1CCc2c(sc(NC(=O)/C=C/c3ccccc3)c2C(=O)OC)C1
 : 1, -0.8, 5, -0.2
70) Cc1nc2nc(SCC(=O)Nc3cccc(Cl)c3)nn2c(C)c1Cc1ccc(Cl)cc1
 : -8, 2.8, 15, 0.1
71) CCOC(=O)C1=C(C)N=c2s/c(=C\c3cc(Br)cc(OC)c3O)c(=O)n2C1c1cccs1 (configuration not stated)
 : -1, 1.3, 2, -0.1
72) CSc1ccc(C2Nc3ccccc3NC3=C2C(=O)CC(c2ccccc2)C3)cc1 (configuration not stated)
 : -5, 2.5, 3, -0.1
73) CN(C(=O)CSc1ncc(C#N)c(N)n1)C(c1ccccc1)c1ccccc1
 : 5, -0.6, -4, 0.0
74) O=c1c2c3c(sc2nc(SCc2nc4ccccc4[nH]2)n1-c1ccccc1)CCC3
 : -1, -0.5, -9, -0.1
75) Cc1ccc(C(=O)Cn2ncsc2=N)cc1
 : -49, 2.2, 13, 0.1
76) Nc1ncnc(Nc2cc(Cl)cc(Cl)c2)c1[N+](=O)[O-]
 : 5, -1.4, 15, 0.4
77) O=C1c2ccccc2NC(c2ccc(OCc3ccccc3Cl)cc2)N1c1ccc(F)cc1 (configuration not stated)
 : 1, -2.4, 0, 0.0
78) CN1C(=O)N(C)C2C1NC(=O)N2C1CCCCC1 (configuration not stated)
 : 4, -0.8, 6, 0.2
79) O=C1c2ccc(F)cc2C(=O)N1C1CC1
 : 8, -1.5, -6, 0.1
80) CNCC(O)Cn1c(C(F)(F)F)nc2ccccc21 (configuration not stated)
 : 9, -0.6, 6, 0.2
81) COc1ccc(CN(C)C2CCCCC2)cc1OC
 : 6, -0.3, -4, -0.2
82) CN(Cc1ccccc1)Cc1nc2c([nH]1)c(=O)[nH]c(=O)n2C
 : -2, -0.1, 11, 0.3
83) CCN1CCN(C(c2ccc(OC)c(OC)c2)c2nnnn2CC2CCCO2)CC1 (configuration not stated)
 : -5, 0.0, 6, 0.0
84) CCN(CC)c1nc(NCc2cccnc2)nc(N2CCC(N3CCOCC3)CC2)n1
 : -10, -1.4, -3, 0.0
85) O=C(Cc1ccccc1[N+](=O)[O-])NCCCc1ccccc1
 : -19, -0.1, -5, -0.2
86) COc1ccc(C(CNS(C)(=O)=O)N(C)C)cc1OC (configuration not stated)
 : 10, 1.3, 6, 0.5
87) NS(=O)(=O)c1ccc(CCn2c(SCc3ccc(OC(F)(F)F)cc3)nc3ccccc3c2=O)cc1
 : 0, 2.5, -5, 0.2
88) N=S(N)c1c(O)c2ccccc2oc1=O (configuration not stated)
 : 6, 0.9, 0, -0.2
89) O=C(CCC1CCN(C(=O)CCCN2CCCC2=O)CC1)NCc1ccc(F)cc1
 : 3, 0.3, 3, 0.0
90) CC(=O)c1cccc(-c2nc(NCCN3CCOCC3)c3ncn(Cc4ccc(C(F)(F)F)cc4)c3n2)c1
 : 6, -0.4, -3, -0.2
91) CCCC1c2ccc(C)n2CCN1C(=O)NCc1ccccc1 (configuration not stated)
 : -5, 0.3, 9, -0.1
92) Cc1ncc(C[n+]2csc(CCOP(=O)(O)O)c2C)c(N)n1
 : -9, 2.2, 17, 0.0
